Source: PubChem (several laboratories)
CF NFkB inh: inhibitors of PAF-induced NF-kB signaling, primary screen, cell-based, GFP fluorescence, uHTS. KKLEB NF-kB-GFP reporter, GFP fluorescence overnight. inhibition, % at 5 µM. actives 0.86% (n = 360,000);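 active = at least 50% inhibition at 5 µM, scaled per plate between neutral and stimulator controls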;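 also: PAF is a Pseudomonas aeruginosa culture filtrate used as stimulus; plate controls were PAF-stimulated DMSO wells for no effect and unstimulated DMSO wells for full effect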
TRPM1 prom inh: inhibitors of MITF-dependent TRPM1 promoter reporter, primary screen, cell-based, SK-MEL-5, single point, luciferase. AID 488899, 2010. actives 0.83% (n = 330,000). SK-MEL-5 TRPM1 promoter luciferase, 24 h. inhibition, % at 12.5 µM;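 active = mean inhibition across replicates of 60% or more, whatever share of single replicates reaches that level; inconclusive = some that reach 60%, reason not given; inactive = mean inhibition across replicates below 60%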; also: values of inactives mirror those of a sister screen read the other way
CaV13 ICDI inh: Primary screen for inhibitors of IQ motif and Ca2+-dependent inactivation inhibitor domain binding in CACNA1D, Förster resonance energy transfer in living cells, …. HEK cells, CFP/YFP FRET ICDI-IQ, plate reader, 10 min; percent FRET-ratio fall versus neutral wells. inhibition, % at 12.3 µM. actives 0.098% (n = 340,000);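 active = mean replicate inhibition of at least 30% and at least 1% of replicates passing that level; inconclusive = only one of the two criteria is met; inactive = neither criterion is met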;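 also: 0% = median of the neutral control wells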
HIF-2a block: HIF-2a reporter inhibitors, primary screen, luminescence, 786-0 RCC cells; 786-0 RCC cells HIF-2a reporter, luciferase luminescence, overnight; actives 0.72% (n = 360,000); inhibition, % at 18.8 µM;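 active = inhibition of the luminescence signal of 40% or more relative to plate controls, in a single-dose primary screen at 18.75 µM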
NR2E3 ag-1: inhibitors of NR2E3-RetCOR corepressor binding, primary screen, NR2E3 agonist project, biochemical, TR-FRET, GST-NR2E3, biotin-RetCOR | inhibition of corepressor binding, % at 4.78 µM | actives 0.12% (n = 320,000) | Photoreceptor-specific nuclear receptor (Homo sapiens), Q9Y5X4 | 1536-well | AID 2300, 2010;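 active = percent inhibition above the cutoff of mean plus 3 SD of all tested compounds, set per screening campaign, cut at about 20% in these data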;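 also: 0% = DMSO wells and 100% = biotin wells as full block of FRET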
Target sequence (Q9Y5X4 whole entry, looked up): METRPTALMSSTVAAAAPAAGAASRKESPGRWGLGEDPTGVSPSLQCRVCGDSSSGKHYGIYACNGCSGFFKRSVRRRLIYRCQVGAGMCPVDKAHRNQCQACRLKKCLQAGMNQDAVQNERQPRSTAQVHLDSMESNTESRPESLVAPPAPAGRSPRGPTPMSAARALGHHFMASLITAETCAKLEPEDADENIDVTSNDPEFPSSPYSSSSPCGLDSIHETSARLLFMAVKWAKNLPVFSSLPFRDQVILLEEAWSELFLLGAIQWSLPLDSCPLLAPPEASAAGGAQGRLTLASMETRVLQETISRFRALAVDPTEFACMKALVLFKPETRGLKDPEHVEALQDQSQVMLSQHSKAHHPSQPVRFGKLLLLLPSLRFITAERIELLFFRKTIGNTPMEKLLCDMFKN
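Material: NR2E3–RetCOR corepressor complex | Quantity: 1.35 nM GST-tagged NR2E3 final | Schedule: 5 h at 4 °C | Replication: Singlicate compound wells | Reagent: RetCOR corepressor, biotinylated, 7 nM | Controls: Biotin wells as high control, 0.6% DMSO wells as low control | Signal: TR-FRET, Eu(K)-anti-GST donor, streptavidin-D2 acceptor, ex 340, em 617/671 nm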
KKLEB cytotox: cytotoxicity in KKLEB CF airway cells, primary screen, cytotoxicity control for CF NF-kB inhibitor project, cell-based, uHTS, fluorescence assay plates. KKLEB CF airway cells viability, ATPlite luminescence, overnight; active compounds read low; cells stimulated with P. aeruginosa culture filtrate. activity change (cytotoxicity), % at 5 µM. actives 0.36% (n = 360,000). AID 602141, 2011;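 active = corrected activity change at or below -50% at 5 µM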
Vif imaging: HIV Vif self-association inhibitors, primary screen, imaging, HEK293T, single point; inhibition, % at 7.49 µM; HEK293T cells, Vif self-association by quenched fluorescence, 24 h; actives 0.35% (n = 340,000); in the data active = inhibition above about 50%, passing the limit was not always enough; inconclusive = no clear call, values can overlap the other calls; inactive = below about 31%; also: some results filed as inactive read as strong as hits
NR2E3 ag-2: NR2E3 agonists in two-hybrid cells, primary screen, cell-based, luminescence, CHO-S, Gal4-NCOR/VP16-NR2E3; luciferase; inhibition of corepressor binding, % at 3.98 µM; actives 0.35% (n = 360,000); AID 602229, 2012;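 active = inhibition above the mean of all tested compounds plus 3 SD, cut at about 70% in these data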;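 also: 0% = DMSO with NR2E3 transfected cells and 100% = cells lacking NR2E3 construct; higher means lower luciferase signal from less NR2E3 corepressor binding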
Shn3 inh set2: reduction of Shn3 3'UTR firefly luciferase signal, primary screen, Schnurri-3 inhibitor project, cell-based, Clone20 osteoblasts, set 2 | Clone20 osteoblast Shn3 3'UTR firefly luciferase, 24 h | inhibition, % at 12.5 µM | actives 0.52% (n = 360,000) | AID 588674, 2011;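 active = mean inhibition of at least 75% with every replicate also reaching 75%; inconclusive = mean inhibition at least 75% but some replicate below; inactive = mean inhibition below 75%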;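 also: 0% = median of neutral control wells and 100% = pilot-screen positive control compound; some compounds past the cut are filed as inactive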
Peg3 promoter: Peg3 promoter-driven luciferase inhibitors, primary screen, cell-based, HeLa, luciferase luminescence | HeLa PEG-Prom luciferase reporter, overnight | inhibition, % at 20 µM | actives 1.7% (n = 360,000) | AID 588405, 2011;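 active = inhibition of at least 50% at 20 µM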
PDI inh: inhibitors of human PDI, primary screen, biochemical, turbidity, single point, plate reader; Protein disulfide-isomerase (Homo sapiens), P07237; PDI insulin aggregation turbidity, A650, 90 min; inhibition, % at 10 µM; actives 0.052% (n = 350,000);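 active = mean inhibition across replicates of 30% or more, whatever share of single replicates reach that level; inconclusive = mean inhibition below 30% while every single replicate reaches 30%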;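 also: absorbance from insulin aggregation driven by PDI reduction with DTT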
Target sequence (P07237 whole entry, looked up): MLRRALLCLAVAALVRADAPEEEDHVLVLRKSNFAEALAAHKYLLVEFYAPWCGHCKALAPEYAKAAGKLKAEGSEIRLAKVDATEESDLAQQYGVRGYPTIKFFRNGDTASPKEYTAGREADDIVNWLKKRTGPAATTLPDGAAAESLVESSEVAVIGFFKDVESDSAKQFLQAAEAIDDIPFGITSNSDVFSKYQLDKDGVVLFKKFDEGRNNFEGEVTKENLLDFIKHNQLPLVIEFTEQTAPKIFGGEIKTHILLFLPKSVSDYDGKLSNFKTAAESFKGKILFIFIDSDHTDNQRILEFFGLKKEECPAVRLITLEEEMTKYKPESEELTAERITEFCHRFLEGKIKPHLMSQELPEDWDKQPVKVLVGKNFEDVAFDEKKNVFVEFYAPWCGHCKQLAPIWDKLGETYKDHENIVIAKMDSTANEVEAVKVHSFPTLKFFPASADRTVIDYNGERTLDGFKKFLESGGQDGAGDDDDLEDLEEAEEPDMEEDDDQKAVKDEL
Numbers without * were called inactive; ? = inconclusive; . = not tested or not shown.

SMILES	CF NFkB inh	TRPM1 prom inh	CaV13 ICDI inh	HIF-2a block	NR2E3 ag-1	KKLEB cytotox	Vif imaging	NR2E3 ag-2	Shn3 inh set2	Peg3 promoter	PDI inh
O=C(Nc1cccc2ccccc12)/C(Cl)=C/c1ccccc1	-6.7	-25.9	-2.2	-188.2	-2.1	-2.3	-2.0	3.9	-53.9	-118.2	3.3
CC(OC(=O)Cn1c(C(F)(F)F)nc2ccccc21)C(N)=O (configuration not stated)	11.3	-5.7	-5.2	6.3	-0.3	-9.8	-0.7	-1.8	17.6	5.6	6.4
CCC(C)n1cnc2c(c1=O)c1nc3ccccc3nc1n2-c1ccc2c(c1)OCCO2 (configuration not stated)	9.4	-8.3	-5.5	-6.8	4.3	-16.8	0.6	5.2	28.4	56.0*	-15.0
S=C(Nc1ccc(Cl)cc1Cl)Nn1cnnc1	-3.5	-4.1	-12.7	9.8	-0.6	1.5	37.5	-9.8	9.9	-5.2	8.4
Cc1ccc(C(=O)NC(NCc2ccco2)C(Cl)(Cl)Cl)cc1 (configuration not stated)	-22.9	2.8	-5.1	20.4	-0.5	11.8	-1.8	8.9	3.6	4.5	-2.1
O=C(COC(=O)Cc1c(Cl)cccc1Cl)NCc1ccco1	7.0	-12.3	-5.1	2.8	.	1.0	-6.7	-12.9	-9.9	0.5	-3.9
COC(=O)c1cccc(NC(=O)CN2C(=O)C3CCCCC3C2=O)c1 (configuration not stated)	-4.0	4.4	-5.8	3.1	.	-7.2	3.2	-10.5	3.0	0.3	2.8
NC(=O)c1ccccc1N=Cc1cccnc1	5.5	-3.0	-20.9	24.1	1.3	-0.6	5.2	-0.8	9.6	11.1	8.1
O=C(NC1=NCCS1)c1cc(-c2cccnc2)nc2ccccc12	-11.9	2.9	5.7	-8.7	0.6	-5.5	?	-4.7	-0.6	9.6	-1.6
Cn1c(=O)c2sc3c(c2n(CC(=O)Nc2ccccc2)c1=O)COC(C)(C)C3	15.9	3.5	-6.8	11.0	1.6	-1.6	14.0	16.3	-4.9	-2.0	0.6
COc1ccc(C(=O)Nc2ccc(S(=O)(=O)NC(C)=O)cc2)cc1[N+](=O)[O-]	6.8	-5.6	-3.7	8.2	0.7	1.8	0.9	-10.1	-3.8	0.5	-1.1
CC(=O)c1ccc(N2CCN(C(=O)c3cc4c(s3)CCCC4)CC2)cc1	-24.6	-2.8	.	-174.7	3.4	4.0	-0.4	-56.6	-5.9	-124.1	8.0
C#CCOCCOCCOCCNc1nc(N2CCN(C(=O)[C@H]([C@@H](C)O)n3cc(CCCCN)nn3)CC2)nc(N2CCN(C(=O)[C@H](C)n3cc(CCCN=C(N)N)nn3)CC2)n1	3.5	-3.6	.	7.2	3.8	-4.6	4.1	-12.7	-5.1	-9.7	-32.0
COc1ccc(NC(=O)CSc2ccc3nnc(CCNC(=O)c4ccccc4)n3n2)cc1OC	6.4	-0.2	-6.0	15.1	0.2	-0.8	.	-1.9	-12.6	-0.2	-3.7
CNS(=O)(=O)c1cccc(C(=O)OCC(=O)N2c3ccccc3CC2C)c1 (configuration not stated)	6.8	-15.6	.	-2.3	3.0	-7.4	-4.9	-16.7	-15.1	-12.0	-7.1
COC(=O)c1cc2occc2n1CC(=O)N(C)C1CCCCC1	-12.9	-0.2	-9.7	-17.6	3.6	1.5	0.4	1.6	-7.5	7.8	3.2
O=C1C=C(c2ccc(Oc3ccccc3)cc2)C[C@@H](c2ccc3c(c2)OCO3)C1	16.5	-7.7	-3.7	-26.2	-2.1	-12.8	-0.6	-24.9	-0.8	-19.8	-6.5
Cc1ccc(CS(=O)(=O)CCC(=O)NCCN2CCCC2)cc1	4.1	-0.2	-9.5	-6.2	4.1	11.1	-0.2	-8.4	8.5	18.7	-4.2
CSc1nc2ccc(NC(=O)C3CC(=O)N(Cc4ccccc4)C3)cc2s1 (configuration not stated)	-6.3	17.0	-2.2	-0.8	-0.6	4.0	-1.0	38.0	3.5	18.8	12.7
Cc1ccnc(N2CCC(C(=O)NCc3ccccc3F)CC2)n1	-14.0	3.3	-2.8	6.6	4.4	5.0	-3.8	-4.8	-20.8	9.8	-7.0
CC(=O)N1CC[n+]2c(-c3ccc(Cl)cc3)csc21	-41.1	15.1	7.6	6.8	-1.1	30.6	2.5	-0.9	-7.6	-3.2	-5.4
O=C(c1ccc(F)cc1)N1CCN(S(=O)(=O)c2ccc(Br)cc2)CC1	-3.3	-2.4	-1.6	5.7	1.4	6.3	-1.9	-8.2	4.1	12.0	8.2
Cn1c(=O)c2[nH]c(CCCc3ccc([N+](=O)[O-])cc3)nc2n(C)c1=O	6.4	-2.6	-4.1	27.0	.	-8.8	0.2	-11.1	-2.4	8.1	-0.4
Cc1c(Cl)cccc1NC(=O)CSc1nc(=O)n(CCCN2CCOCC2)c2c1CCCC2	-12.2	.	-10.9	5.1	.	5.9	2.6	2.4	-4.4	7.1	-1.1
CC12CCC(C(N)=O)(c3nc4ccccc4nc31)C2(C)C (configuration not stated)	-3.0	6.2	-6.9	2.6	0.2	7.3	6.6	-12.0	-7.7	7.0	3.0
Cc1ccc(N(C(=O)Cn2nnc(-c3ccc(C)o3)n2)C(C(=O)NC2CCCC2)c2ccncc2)cc1 (configuration not stated)	-5.8	-1.5	-4.7	1.5	-0.7	1.8	5.3	-15.3	-1.1	23.4	1.5
O=C(O)CCCNS(=O)(=O)c1cccc2nsnc12	1.3	-6.8	-5.4	4.4	-1.1	1.1	10.3	-36.4	0.1	9.3	3.1
CCOC(=O)C1CCN(C(=O)CNC(=O)OC(C)(C)C)CC1	4.2	1.0	.	4.7	3.9	0.7	7.9	-10.1	1.9	5.6	-0.2
O=C(CCc1ccccc1)NC(NC(=S)Nc1ccc(Br)cc1)C(Cl)(Cl)Cl (configuration not stated)	16.3	28.1	-8.5	15.3	3.8	9.2	-3.1	-27.4	9.6	53.1*	-0.9
COc1ccc(NC(=O)Nc2ccccc2F)cc1Cl	20.3	-67.8	-3.3	-286.0	-0.3	-7.6	15.4	-103.8	-66.6	-265.9	9.4
CN1CCN(C(=O)c2ccc3c(Cl)c4c(nc3c2)CCCC4)CC1	11.8	1.7	-7.3	-27.0	-0.1	-6.1	-9.9	-11.1	-21.1	1.0	0.3
Cc1ccc(S(=O)(=O)NCC(=O)NCC(=O)N2CCC(C)CC2)cc1	-14.5	2.6	-1.9	13.7	0.7	9.5	-1.1	-7.1	-3.6	0.1	10.2
CCCN(CC1CC1)C(=O)Nc1ccccc1C	1.6	-1.7	0.7	17.1	3.8	2.3	-1.0	-8.1	10.3	1.9	-12.3
O=C(N/N=C/c1cccc([N+](=O)[O-])c1)C1CC(=O)N(c2ccc(Cl)cc2)C1 (configuration not stated)	0.0	-7.2	.	22.2	-3.4	1.3	-2.8	17.7	10.7	11.9	-0.7
CCCOC(=O)/C(C(N)=NCc1ccccc1)=C(\O)OCCC	0.8	1.8	-5.8	6.8	-1.1	-8.0	-8.3	-0.6	12.7	2.0	1.4
CC(NC(=O)C12CC3CC(CC(C3)C1)C2)C(=O)NN=Cc1ccc([N+](=O)[O-])o1 (configuration not stated)	14.2	62.1*	-7.7	-19.1	.	-5.9	-9.0	-3.2	16.7	17.6	18.7
Cc1nn(C(C)C(=O)Nc2ccc3c(c2)OCO3)c(C)c1[N+](=O)[O-] (configuration not stated)	-8.6	-10.3	-5.0	-33.1	3.6	0.3	0.6	-21.0	.	-31.6	3.9
COCCNCC(=O)Nc1ccc(OC(F)(F)F)cc1	5.9	14.1	2.9	2.4	-2.0	0.5	-3.3	-8.8	-14.7	0.5	0.3
CCn1c(=O)cc(OCC(=O)NC(C)c2ccc3c(c2)OCCO3)c2ccccc21 (configuration not stated)	-20.7	-10.4	-4.0	-4.8	0.9	-12.0	-1.6	-7.6	-20.5	2.9	-3.8
Cc1cc(C)n(CCC(=O)N2CCCC(Nc3ccc(F)cc3)C2)n1 (configuration not stated)	-21.0	-1.0	.	7.2	1.4	11.4	-17.2	-25.6	-1.4	9.8	-0.2
CC1=C(C(=O)OCC2CCCCC2)C(c2ccc(O)cc2)NC(=O)N1 (configuration not stated)	-20.7	13.1	-6.8	24.0	-3.9	4.6	-0.9	-3.0	12.0	6.8	4.6
COC(=O)COc1cccc(NS(=O)(=O)c2ccc(NC(C)=O)cc2)c1	-12.0	15.4	-8.1	-9.2	1.5	6.0	8.7	-15.7	24.1	11.5	4.2
O=C(NCCN1CCOCC1)C12CC3CC(C1)CC(c1ccccc1)(C3)C2	1.7	-0.2	-6.5	12.1	-2.7	-2.6	-0.7	30.6	-18.4	1.5	2.1
CCOc1nc2c(c(=O)n(C)c(=O)n2C)n1Cc1ccccc1Cl	6.1	18.7	.	7.1	-0.8	-23.5	-0.7	-5.3	28.0	12.4	-5.3
CCC(C)[C@H]1CNCCN1CCC12CC3CC(CC(C3)C1)C2 (some centres not stated)	2.1	-4.3	-11.3	15.3	-0.8	-15.0	-1.4	4.7	-32.9	-16.0	-3.2
COc1ccc(N2C(=O)CC(NNC(=O)c3cc(C)oc3C)C2=O)cc1 (configuration not stated)	1.9	2.0	-5.8	12.1	-1.8	3.3	10.5	-12.4	12.6	1.6	16.1
O=C(NCCCN1CCOCC1)/C(=C/c1ccco1)NC(=O)c1ccccc1	16.7	0.4	-5.5	13.2	5.1	4.5	5.3	-28.0	-0.6	0.7	-2.3

An excerpt from above in order of their number in HIF-2a block, falling:
| SMILES | HIF-2a block |
| --- | --- |
| CC1=C(C(=O)OCC2CCCCC2)C(c2ccc(O)cc2)NC(=O)N1 (configuration not stated) | 24.0 |
| O=C(NCCN1CCOCC1)C12CC3CC(C1)CC(c1ccccc1)(C3)C2 | 12.1 |
| COc1ccc(NC(=O)Nc2ccccc2F)cc1Cl | -286.0 |
